Vif-A3G inh = blocks the Vif interaction with human APOBEC3G. Potency, µM (highest dose often 46.1 µM), for inactives: top-dose activity, negative = active, actives largely listed as inhibitors. Q9HC16. 410,000 compounds, 0.076% hits. HeLa A3G-eYFP + Vif (tagged APOBEC3G with the HIV-1 protein that degrades it), YFP fluorescence, overnight. AID 602310;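 note: % is set by controls: 0 for no effect and ±100 for the full control effect; nearly all actives have a fitted effect of over 60% in size; hits raise eYFP signal because A3G escapes Vif-driven loss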
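Read-out is eYFP fluorescence (Ex 488/Em 500-530) from Vif-expressing HeLa A3G-eYFP cells; more signal means A3G escaped Vif-mediated degradation. Cells plated overnight, compound pinned in, incubated overnight at 37 deg C.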
Vif-APOBEC3F blk = Vif-A3F binding inhibition. 390,000 compounds, 0.2% hits. Potency, µM (doses to about 46.1 µM), for inactives: at the top dose activity, negative = active. HeLa A3F-eYFP + Vif (tagged APOBEC3F with the HIV-1 protein that degrades it), YFP fluorescence increase; note: % of control where 0% means no effect; nearly all actives have a fitted effect of over 65% in size
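HeLa cells stably expressing A3F-eYFP plus Vif, plated and incubated overnight at 37 deg C, then exposed to compounds overnight at 37 deg C. Blocked degradation read as raised yellow fluorescence (Ex 488/Em 500-530).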
USP1-UAF1 inh = blocks the human USP1/UAF1 deubiquitinase complex. recombinant USP1/UAF1, Ub-Rhodamine cleavage fluorescence. Potency, µM (series often up to 57.1 µM), without a hit: at the top dose activity change, negative = inhibition, most hits filed as inhibitors. 390,000 compounds, 0.23% hits; note: % is set by controls: 0 for no effect and ±100 for the full control effect; nearly all actives have a fitted effect of over 60% in size; inactives centre near -12
Target sequence (O94782 whole entry, looked up): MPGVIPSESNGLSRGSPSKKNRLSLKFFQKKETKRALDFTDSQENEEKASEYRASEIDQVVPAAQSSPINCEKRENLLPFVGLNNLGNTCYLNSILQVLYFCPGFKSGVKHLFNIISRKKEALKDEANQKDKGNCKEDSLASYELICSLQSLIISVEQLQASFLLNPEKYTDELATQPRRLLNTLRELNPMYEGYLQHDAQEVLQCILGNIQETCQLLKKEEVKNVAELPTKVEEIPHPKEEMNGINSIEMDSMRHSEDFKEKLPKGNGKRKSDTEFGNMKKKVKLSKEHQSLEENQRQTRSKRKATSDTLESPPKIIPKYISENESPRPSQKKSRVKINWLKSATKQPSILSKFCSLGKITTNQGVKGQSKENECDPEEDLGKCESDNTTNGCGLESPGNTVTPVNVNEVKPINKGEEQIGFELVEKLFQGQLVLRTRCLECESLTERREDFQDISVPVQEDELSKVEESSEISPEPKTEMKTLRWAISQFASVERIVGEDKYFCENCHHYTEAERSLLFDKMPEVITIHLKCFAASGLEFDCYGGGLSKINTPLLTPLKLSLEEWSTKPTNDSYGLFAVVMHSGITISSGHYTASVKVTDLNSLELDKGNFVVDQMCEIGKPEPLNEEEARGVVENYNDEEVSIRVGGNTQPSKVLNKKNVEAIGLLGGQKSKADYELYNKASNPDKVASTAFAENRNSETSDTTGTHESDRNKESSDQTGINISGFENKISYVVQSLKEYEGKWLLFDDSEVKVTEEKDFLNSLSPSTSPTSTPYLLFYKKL
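1 nM enzyme complex + cpd, 15 min RT; start with Ub-Rho 150nM final; kinetic fluorescence ex 480/em 540, 6 reads q60 s. Buffer 50mM HEPES pH 7.8, 0.5mM EDTA, 0.1 mg/ml BSA, 1mM TCEP, 0.01% Tween-20.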
TrxR1 substrate = rat thioredoxin reductase 1 substrate activity; purified TrxR1 substrate turnover, NADPH consumption readout; Potency, µM (titrated, usually from 114 µM), without a hit: top-dose activity change, negative = substrate turnover; 390,000 compounds, 0.01% hits; AID 588456; note: % is set by controls: 0 for no effect and ±100 for the full control effect; nearly all actives have a fitted effect of over 50% in size
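Rat TrxR1, dispensed at 90 nM, was prereduced with 400 uM NADPH (final) for 5 min at ~22 deg C, then incubated with compound 15 min before 400 uM selenite. A first-read NADPH fluorescence drop versus no-compound background flagged substrates.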
IDH1 R132H inh = human IDH1 R132H inhibition; O75874; IDH1-R132H enzyme, NADPH consumption, diaphorase/resazurin fluorescence; Potency, µM (highest dose often 76.6 µM), for the others: at the highest dose activity change, negative = inhibition, most hits filed as inhibitors; 390,000 compounds, 0.093% hits; note: % is set by controls: 0 for no effect and ±100 for the full control effect; nearly all actives have a fitted effect of over 65% in size
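IDH1-R132H (0.5 ug/mL dispensed) in pH 7.5 Tris buffer was preincubated 30 min with compound, then given a substrate mix of 0.016 mM NADPH and 2 mM alpha-KG for 80 min at room temperature; remaining NADPH was read by diaphorase/resazurin fluorescence.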
rTrxR1 inhibitor = inhibitors of rat thioredoxin reductase 1 | recombinant rTrxR1, NADPH fluorescence consumption, selenite substrate | 390,000 compounds, 1% hits | Potency, µM (top dose mostly 114 µM), without a hit: at the top dose activity change, negative = inhibition, hits mostly inhibitors; note: % is set by controls: 0 for no effect and ±100 for the full control effect; nearly all actives have a fitted effect of over 65% in size
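Rat TrxR1 (90 nM in the dispensed reagent) was pre-reduced with 400 uM NADPH for 5 min at room temperature, then incubated with compound for 15 min. After 400 uM selenite was added, NADPH fluorescence (Ex 340/Em 450 nm) was followed for 8 min.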
RXFP1 agonist = agonists of human relaxin receptor RXFP1 | HEK293T-RXFP1 cAMP TR-FRET, 30 min; response scale: percent of porcine relaxin response, buffer zero | Potency, µM (highest dose often 57.5 µM), inactives show at the top dose activation, usual class: activators | 370,000 compounds, 0.3% hits | Q9HBX9; note: % is set by controls: 0 for no effect and ±100 for the full control effect; nearly all actives have a fitted effect of over 60% in size; many of its hits are not listed in these tables
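HEK293 cells stably expressing RXFP1, treated 30 min at 37C with compounds plus PDE4 inhibitor Ro 20174; cAMP measured by HTRF TR-FRET. Normalized to buffer and 29 nM porcine relaxin; EC50 by Hill fit.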
12-LOX inh = inhibitors of human 12S-lipoxygenase ALOX12. P18054. purified 12hLO, xylenol orange hydroperoxide absorbance. Potency, µM (series often up to 108 µM), without a hit: at the top dose activity change, negative = inhibition, most hits filed as inhibitors. 580,000 compounds, 1.1% hits; note: % is set by controls: 0 for no effect and ±100 for the full control effect
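Purified human 12hLO at 150 nM in 25 mM Hepes, 0.01% Triton X-100, pH 7.0, preincubated 15 min at room temperature with compound. Reaction started with 40 uM arachidonic acid, 30 min at room temperature. Hydroperoxide measured by Fe-xylenol orange, 573/405 nm absorbance ratio.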
RGS4 inh = inhibitors of human regulator of G protein signaling 4; Transcreener GDP fluorescence polarization, RGS4-accelerated GTP hydrolysis; Potency, µM (doses to about 114 µM), inactives show at the top dose activity change, negative = inhibition, actives largely listed as inhibitors; 390,000 compounds, 0.039% hits; AID 504845; note: % is set by controls: 0 for no effect and ±100 for the full control effect; nearly all actives have a fitted effect of over 75% in size; some results filed as inactive show a strong effect at the top dose
Target sequence (P49798 whole entry, looked up): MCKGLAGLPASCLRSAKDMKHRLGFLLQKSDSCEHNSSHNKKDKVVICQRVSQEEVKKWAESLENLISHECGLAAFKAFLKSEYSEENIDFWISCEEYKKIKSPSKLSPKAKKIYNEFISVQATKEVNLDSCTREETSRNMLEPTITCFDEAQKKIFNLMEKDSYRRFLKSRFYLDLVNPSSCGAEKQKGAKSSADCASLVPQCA
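MLSMR compounds (23 nl, pin-transferred) preincubated 10 min at room temperature with a 500nM (2x) first reagent, then RGS4 at 900nM (2x) plus Transcreener GDP mix added; fluorescence polarization (620/688 nm) read before and after 90 min at 30 °C.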
* hit, by the source's call; i = inactive; ? = inconclusive; nt = not tested or not shown; & = joins results of further samples; [ ] = remark or other dose. Calls come from the whole dose curve; as a rule, active = well fitted curve in the direction sought with a large enough effect; inconclusive = small, poorly fitted or top-dose-only effect, or another doubt; inactive = no such curve, though single readings can be large; an effect the other way counts as inactive or inconclusive. Potency is the fitted concentration of half-maximal effect. Some of the compounds tested (hit frequency here may not be typical).

structure	Vif-A3G inh	Vif-APOBEC3F blk	USP1-UAF1 inh	TrxR1 substrate	IDH1 R132H inh	rTrxR1 inhibitor	RXFP1 agonist	12-LOX inh	RGS4 inh
O=C(c1ccc(Cl)c(S(=O)(=O)N2CCOCC2)c1)N1CCCCCC1	6%	15%	-11%	-5%	0%	-5%	-2.4%	-2%	-19%
CC1(C)Cc2ccccc2C(=NC(Cc2ccccc2)C(=O)O)N1 (stereo not drawn)	-1%	2%	5%	-7%	0%	-1%	-0.3%	-16%	-7%
CC(C)(CO)NC(=O)c1ccc2c(c1)C(=O)c1ccccc1-2	1%	0%	-6%	-7%[57.1 µM]	-3%	14%	5.9%	24%	-4%
COc1ccc(OCC(=O)Nc2ccccc2-c2ccccc2)cc1	?	-3%	-17%	-2%[57.1 µM]	3%	2%[57.1 µM]	0.1%	15%	21%
COc1cccc(Nc2nnc(SCC(=O)N3CCOCC3)s2)c1	-3%	-6%	-6%	-2%	5%	-3%	4.9%	-8%	9%
CCC1c2ccc(C)n2CCN1C(=O)Nc1cc(Cl)ccc1OC (stereo not drawn)	-10%	-7%	-22%	13%[57.1 µM]	-6%	?	2.7%	nt	-6%
CCC(=O)Nc1ccc(C)cc1-c1nc2ccccc2n(CC(=O)Nc2ccccc2Cl)c1=O	2%	-2%	?	-9%	-12%	-2%	-7.1%	?	20%
COc1cc2c(cc1OC)C(COc1ccc3c(C)cc(=O)oc3c1)N(C(=O)CC(C)C)CC2 (stereo not drawn)	-4%	-4%	-18%	5%	-12%	9%	0.7%	3%	11%
CCCC(=O)Nc1c(C)n[nH]c1C	1%	nt	-4%	1%	-2%	20%	2.3%	0%	-53%
Cc1c(C(=O)O)sc2nc(C)n(C)c(=O)c12	0%	-6%	-2%	-1%	8%	22%	15%	5%	6%
CCOC(=O)C1(CC2CCCCO2)CCN(Cc2nccn2-c2ccc(OC)cc2)CC1 (stereo not drawn)	1%	?	-14%	-1%[57.1 µM]	-6%	5%[57.1 µM]	-0.2%	13%	7%
CCc1cc(C(=O)Cc2ccc(F)cc2)c(O)cc1O	-7%	0%	-9%	-10%	0%	-9%	0.3%	?	9%
CN(CC(=O)NC1CCCCC1)S(=O)(=O)c1ccc(Cl)cc1	-3%	2%	-9%	6%[57.1 µM]	-2%	9%[57.1 µM]	-0.8%	14%	20%[11.4 µM]
CCN(CC)S(=O)(=O)c1cc(OC)c(Cl)cc1OC	2%	1%	-19%	3%[57.1 µM]	10%	25%[57.1 µM]	1.1%	10%	-1%
O=C(Nc1cc(Cl)ccc1Cl)c1ccc2c(c1)N(Cc1cccc(Cl)c1)C(=O)c1ccccc1S2=O (stereo not drawn)	-4%	5%	-4%	7%[57.1 µM]	2%	16%[57.1 µM]	2.4%	-16%	-6%

Complete entries from above.
Entry for CN(CC(=O)NC1CCCCC1)S(=O)(=O)c1ccc(Cl)cc1 → Vif-A3G inh = -3%; Vif-APOBEC3F blk = 2%; USP1-UAF1 inh = -9%; TrxR1 substrate = 6%[57.1 µM]; IDH1 R132H inh = -2%; rTrxR1 inhibitor = 9%[57.1 µM]; RXFP1 agonist = -0.8%; 12-LOX inh = 14%; RGS4 inh = 20%[11.4 µM]
Entry for O=C(c1ccc(Cl)c(S(=O)(=O)N2CCOCC2)c1)N1CCCCCC1 → Vif-A3G inh = 6%; Vif-APOBEC3F blk = 15%; USP1-UAF1 inh = -11%; TrxR1 substrate = -5%; IDH1 R132H inh = 0%; rTrxR1 inhibitor = -5%; RXFP1 agonist = -2.4%; 12-LOX inh = -2%; RGS4 inh = -19%

(next part)
structure	Vif-A3G inh	Vif-APOBEC3F blk	USP1-UAF1 inh	TrxR1 substrate	IDH1 R132H inh	rTrxR1 inhibitor	RXFP1 agonist	12-LOX inh	RGS4 inh
CC(CC(=O)Nc1ccc(F)cc1)S(=O)(=O)c1cc2c3c(c1)CCN3C(=O)CC2 (stereo not drawn)	5%	3%	-20%	3%[57.1 µM]	0%	18%[57.1 µM]	-1.4%	-6%	-10%
Cc1ccc(Sc2c(C)nn(C(=O)COc3ccccc3)c2C)cc1	1%	-4%	-2%	14%	?	41%	-0.1%	-80%	3%
Cc1c(CCNC=O)cc(C)c2c3c(oc12)CCCC3	-10%	-10%	-12%	0%	5%	?	nt	-18%	-8%
CCN(CC)S(=O)(=O)c1ccc(Cl)c(NC(=O)c2ccc(C#N)cc2)c1	0%	-11%	1%	-1%	7%	-2%	1.5%	-16%	10%
CCC(C)NC(=O)c1ccccc1NC(=O)c1ccc(CSc2ccc(C)cc2)cc1 (stereo not drawn)	5%	-1%	-3%	18%	3%	35%	-1.0%	7%	8%
CCOc1ncccc1C(=O)OC(C)C(=O)Nc1ccc(Cl)cn1 (stereo not drawn)	4%	1%	-9%	2%	4%	13%	0.7%	-2%	-6%
C[C@H](CO)N1C[C@H](C)[C@@H](CN(C)C(=O)Nc2ccc(C(F)(F)F)cc2)Oc2c(NS(=O)(=O)c3ccccc3)cccc2C1=O	-5%	7%	-28%	-4%	20%	12%	nt	-5%	-1%
CCC(C)(C)n1nnnc1C(C(C)C)N(Cc1cccnc1)Cc1ccco1 (stereo not drawn)	-1%	-2%	-10%	-5%	2%	-13%[57.1 µM]	0.3%	-1%	3%
CNc1ccccc1C(C)(C)c1cn(-c2ccc([N+](=O)[O-])cc2)nn1	0%	0%	-16%	-2%	-7%	11%	-0.2%	-20%	14%
COC(=O)C1=C(C)NC2=C(C(=O)CC(C)(C)C2)C1c1cn(Cc2ccc(Br)cc2)nc1-c1ccccc1 (stereo not drawn)	0%	3%	-5%	87%[activator]	-1%	28%	-1.0%	nt	17%
O=C(Nc1nnc(-c2ccccc2)s1)c1ccccc1O	-1%	14%	-24%	1%	13%	12%	8.1%	11%	-16%
CCN1C[C@@H]2[C@@H]3C(=O)N(Cc4ccccc4)C(=O)[C@@H]3[C@](C)(C(=O)OC)N2C1=NC1CCCCC1	0%	0%	-16%	-3%	-2%[38.3 µM]	-5%	nt	-37%	3%
COc1cc2oc(=O)c(CC(=O)N3CCCCC3)c(C)c2cc1OC	6%	-12%	-21%	782%[activator]	17%	16µM*	11%	-28%&-5%	3%
Oc1ccccc1C1SC(c2ccccc2O)SC(c2ccccc2O)S1 (stereo not drawn)	6%	?	-12%	-7%	-12%	31%[activator]	nt	?	1%
NC(=O)C1CCN(CC(O)CSc2ccc(F)cc2)CC1 (stereo not drawn)	2%	1%	-17%	10%[57.1 µM]	4%	4%[57.1 µM]	0.0%	nt	-7%
COc1ccc(S(=O)(=O)NCC2CCCO2)cc1Cl (stereo not drawn)	5%	1%	-5%	4%	-4%	17%	1.9%	8%	3%
Cc1sc2ncnc(N[C@@H](Cc3c[nH]c4ccccc34)C(=O)O)c2c1C	4%	-7%	-19%	-6%	-1%	-11%	0.4%	-15%	-41%
Nc1nc(SCC(=O)NC2CCCCCC2)[nH]c(=O)c1-c1ccccc1	2%	3%	-15%	19%[57.1 µM]	11%	30%[57.1 µM]	2.1%	19%	12%
CC1Oc2ccccc2C=C1/C=N\NC(=O)c1cccnc1 (stereo not drawn)	-4%	-10%	-6%	-1%[57.1 µM]	4%	3%[57.1 µM]	1.4%	i	-42%
Cc1n[nH]c(=O)n(N=Cc2c[nH]c3ccccc23)c1=O	-1%	3%	-31%	nt	-6%	nt	nt	2%	nt
CS(=O)(=O)N(CC(=O)N1CCN(Cc2ccc3c(c2)OCO3)CC1)Cc1ccc(Cl)cc1	2%	5%	-17%	-1%	4%	-2%	0.3%	-4%	-10%
Cn1c(=O)c2c(nc(CN3CCN(C(=O)c4ccco4)CC3)n2Cc2ccccc2F)n(C)c1=O	-5%	-6%	1%	5%[57.1 µM]	15%	-48%	4.7%	18%	-2%
CCC(Oc1ccccc1)C(=O)Nc1ccccc1C(=O)N1CCN(C)CC1 (stereo not drawn)	-1%	2%	-15%	6%	0%	10%	-0.7%	0%	4%
Cc1nn(C2CCS(=O)(=O)C2)c(C)c1CN(C)C(=O)c1ccccc1 (stereo not drawn)	8%	1%	-10%	-2%	-9%	12%	-0.1%	218%[activator]	28%
COc1ccc(-c2[nH]ncc2CNCCn2cccn2)c(F)c1	0%	-12%	-16%	8%	5%	-10%	-2.2%	6%	7%
Nc1ccc(N2CCN(c3ccc(Cl)c(Cl)c3)CC2)cc1	-12%	-13%	-6%	-9%	3%	-18%	3.0%	?	-20%
CCCCC(=O)Nc1cc(NC(=O)CCCC)cc(C(=O)O)c1	-1%	-1%	-7%	13%[57.1 µM]	12%	23%	0.1%	17%	18%
O=C(Oc1cccc(-n2cnnn2)c1)c1ccco1	-1%	-1%	-18%	-2%[57.1 µM]	4%	22%[57.1 µM]	1.0%	0%	-12%
CCSc1nsc(NC(=O)Nc2ccccc2F)n1	-17%	8%	?	4%[57.1 µM]	15%	3%[57.1 µM]	0.1%	18%	-7%
O=C(O)/C=C\C(=O)Nc1ccccc1C(=O)N1CCN(c2ccc(Cl)cc2)CC1	-9%	-1%	-12%	7%[57.1 µM]	0%	14%[57.1 µM]	0.1%	-12%	-1%
COCC(=O)N(C)C1(c2nnnn2CCOC(=O)Nc2ccc(Cl)cc2)CCCC1	-9%	-1%	2%	3%[57.1 µM]	-2%	5%	0.5%	-23%	7%
Cc1nc2ccc3[nH]snc3c2n1	-1%	0%	-15%	-7%	5%	?	3.8%	0%	-18%

Screening results (PubChem)
